Lipid storage S3: qHTS Assay for Lipid Storage Modulators in Drosophila S3 Cells; Drosophila S3 cells, BODIPY lipid droplet fluorescence, 18-24 h; cells fed with added oleic acid; Potency in µM for hits, for the others lipid storage change, negative = inhibition, % at the top dose, mostly 46.1 µM; actives 0.64% (n = 320,000); AID 2685; active = well fitted inhibition curve with a large enough effect in the signal ratio, with a control signal flat, not every such curve was filed as active; inconclusive = small, poorly fitted or top-dose-only effect, or effect the other way, or a change in a side signal; the % refers to the signal ratio
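Laser-scanning cytometry quantifies lipid droplet accumulation (500–530 nm total intensity; droplet/cell object ratio) in oleic acid-fed (400 uM added) Drosophila S3 cells treated with a concentration series. 20 uM Triacsin C defined 100% inhibition.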
Lipid storage S3 cell count max: recorded beside Lipid storage S3, whose call it bears; cell number change, %; measured here: cell count max response;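 cells counted by Cell Tracker Red CMTPX staining in the red channel; peak over a dose series mostly up to 46.1 µM; percent activity relative to internal control wells on each plate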
Starred values were filed as active, the others as inactive; i = inactive; ? = inconclusive; . = no result given. % is scaled to controls: 0 for no effect and ±100 for the full control effect; potency is read from the fitted curve at half-maximal effect. A portion of the library; count on the stated rates, not on these rows.

SMILES | Lipid storage S3 | Lipid storage S3 cell count max
CC(C)c1ccc(/C=C/C(=O)NCc2ccc(S(N)(=O)=O)cc2)cc1 | 6.2% | 7.7
CC(C)C[C@@H](CC#N)N1CCN(Cc2ccccc2)CCC1=O | ? | .
O=C(CSc1nnc(NC(=O)c2ccco2)s1)Nc1ccccc1F | ? | .
COc1ccc(N(CC(=O)N2CCc3ccccc32)S(=O)(=O)c2c(C)noc2C)cc1 | 4.3% | -1.9
COc1cccc(/C=N/NC(=O)NC2CCCCC2)c1O | 7.7% | -8.5
O=C(CN1CCN(S(=O)(=O)/C=C/c2ccccc2)CC1)NC(=O)NCc1ccco1 | 23.0% | -4.7
CC(=O)c1sc(N/N=C/c2ccc(C(C)C)cc2)nc1C | ? | .
C=CCn1c(SCC(=O)c2ccccc2)nnc1-c1ccc2c(c1)OCO2 | ? | .
COc1cccc(-c2c(C(=O)N/N=C(\C)c3cccnc3)nnn2-c2nonc2N)c1 | 1.0% | .
C=CCOc1cccc(CNn2nnnc2N)c1 | 10.6% | 1.8
CC(C)c1nc(SCC(=O)Nc2cccc(C(=O)O)c2)c2c3c(sc2n1)CCCC3 | ? | .
CCC1CCCCN1S(=O)(=O)Cc1ccccc1Cl (stereo not given) | ? | .
Cc1ncsc1C(=O)N1N=C2/C(=C/c3ccccc3)CCCC2C1c1ccccc1 (stereo not given) | ? | .
O=C(/C=C/c1ccc([N+](=O)[O-])cc1)c1cccnc1 | ? | .
CN(C/C(O)=C(\C#N)c1ccccc1)C1CCCCC1 | 5.6% | -0.6
CC1=C(C(=O)OCc2ccccc2)C(c2ccc([N+](=O)[O-])cc2)NC(=O)N1CCCCCC(=O)O (stereo not given) | 2.4% | 2.7
CCCCCn1c(SCc2ccncc2)nc2cc(C(=O)NCc3ccco3)ccc2c1=O | -4.3% | -10.8
O=C1NC(=O)C2(COC(c3ccccc3Cl)OC2)S1 (stereo not given) | ? | .
COC(=O)c1sc(-c2ccccc2)cc1NC(=O)c1ccc(F)cc1 | 8.2% | 2.0
O=C1CCc2cc(S(=O)(=O)Nc3ccccc3F)ccc2N1 | ? | .
COCCn1c(=S)[nH]c2ccc(N(C)C)cc2c1=O | ? | .
C=CCOc1ccc(C(=O)NC2CCCCC2)cc1 | ? | .
CC(=O)Nc1cccc(OCc2cnc(Cl)s2)c1 | ? | .
CCOC(=O)Cn1c2ccccc2c2nc(C)sc21 | -7.3% | -6.9
Cc1cc(C)n2nc(SC(C)C(=O)NCc3ccco3)nc2n1 (stereo not given) | ? | .

Next section, overlapping the part above by seven compounds.
SMILES | Lipid storage S3 | Lipid storage S3 cell count max
COC(=O)c1sc(-c2ccccc2)cc1NC(=O)c1ccc(F)cc1 | 8.2% | 2.0
O=C1CCc2cc(S(=O)(=O)Nc3ccccc3F)ccc2N1 | ? | .
COCCn1c(=S)[nH]c2ccc(N(C)C)cc2c1=O | ? | .
C=CCOc1ccc(C(=O)NC2CCCCC2)cc1 | ? | .
CC(=O)Nc1cccc(OCc2cnc(Cl)s2)c1 | ? | .
CCOC(=O)Cn1c2ccccc2c2nc(C)sc21 | -7.3% | -6.9
Cc1cc(C)n2nc(SC(C)C(=O)NCc3ccco3)nc2n1 (stereo not given) | ? | .
O=C(Nc1cccc(Cl)c1Cl)C1CC(=O)N(c2ccc(Br)cc2)C1 (stereo not given) | ? | .
COC(=O)c1sc(NC(=O)COc2ccccc2C)nc1C | ? | .
O=[N+]([O-])c1cccnc1N1CCC(c2cc(-c3ccc(Cl)cc3Cl)n[nH]2)CC1 | ? | .
O=c1c(-c2ccccc2)c(O)nc(SCCN2CCOCC2)n1-c1ccccc1 | -12.4% | 3.0
O=C(O)CCCCCCCCc1cn(Cc2ccc(C(=O)c3ccccc3)cc2)nn1 | i | 6.1
CCOc1ccc(N(C(=O)c2snc(C(N)=O)c2N)C(C(=O)NC2CCCC2)C(C)C)cc1 (stereo not given) | i | -4.8
CCOC(=O)c1nn(-c2cccc(OC)c2)c(-c2ccccc2)c1C(=O)c1ccccc1 | ? | .
COc1ccc(CCNC(=O)C(=O)NCC2OCCN2S(=O)(=O)c2ccc(OC)c(C)c2)cc1 (stereo not given) | -16.1% | 24.5
O=C(/C=C/Sc1ccccc1)c1ccccc1 | ? | .
COc1cccc(-c2onc3ccc(C(=O)/C=C/N(C)C)cc23)c1 | 7.5% | 9.0
CCOC(=O)C1=C(c2ccccc2)NC(N)=NC1c1ccc(OCc2ccc(C(=O)OC)cc2)cc1 (stereo not given) | ? | .
COc1ccc(CCC(C)NC(=O)CCc2ccccc2)c(OC)c1 (stereo not given) | 9.5% | -0.3
Cc1cc(C)c(-n2c(SCC(=O)N3CCOCC3)n[nH]c2=O)c(C)c1 | 6.2% | -1.0
CCCNC(=O)C1Cc2cc(S(=O)(=O)N3CCCC3)ccc2N1C(C)=O (stereo not given) | ? | .
O=C(NCC(=O)N1CCN(Cc2c(F)cccc2Cl)CC1)c1cccc(Cl)c1 | ? | .
CCOc1ccc(S(=O)(=O)Nc2cccc(C(=O)NCC(c3ccccc3)N(C)C)c2)cc1 (stereo not given) | ? | .
Cc1ccc(C(=O)N/C(=C\c2ccco2)C(=O)NC2CCS(=O)(=O)C2)cc1 (stereo not given) | ? | .
CCN(C(=O)CSc1ncnc2sc(C)c(C)c12)C1CCS(=O)(=O)C1 (stereo not given) | ? | .
CC(C)(C)N/C=C(\C#N)S(=O)(=O)c1ccc(Br)cc1 | 8.0% | .
CNC(=O)c1ccccc1-c1cn(C)c2ccccc2c1=O | ? | .
CCOc1ccccc1Nc1nc(-c2sc(NC(=O)c3ccco3)nc2C)cs1 | -2.4% | -20.2
CC(C)C(c1nnnn1Cc1ccccc1)N1CCN(Cc2ccco2)CC1 (stereo not given) | ? | .
COc1cc(-c2nnc(COC(=O)c3nn(CC(C)C)c(=O)c4ccccc34)o2)cc(OC)c1OC | ? | .
COc1ccc(-c2cn(CCC(=O)O)c(-c3ccc(Cl)nc3)n2)cc1 | ? | .
O=C(NCC1CCCO1)c1onc(CSc2cccc(Cl)c2)c1C(=O)O (stereo not given) | -1.4% | -11.5

Profiles, looked up by structure:
`COc1cc(-c2nnc(COC(=O)c3nn(CC(C)C)c(=O)c4ccccc34)o2)cc(OC)c1OC` as listed: Lipid storage S3: ?; Lipid storage S3 cell count max: .
`Cc1cc(C)c(-n2c(SCC(=O)N3CCOCC3)n[nH]c2=O)c(C)c1` as listed: Lipid storage S3: 6.2%; Lipid storage S3 cell count max: -1.0

Following part.
SMILES | Lipid storage S3 | Lipid storage S3 cell count max
O=C(O)c1ccc(Nc2ccc(Cl)c(Cl)c2)c([N+](=O)[O-])c1 | -5.0% | 6.7
O=C(NCC1CCCN1S(=O)(=O)c1cccs1)c1ccc(F)c(F)c1 (stereo not given) | ? | .
O=C(/C=C/c1ccccc1)Nc1ccc2c(c1)C(=O)NC2=O | ? | .
O=C(OC(C(=O)NC1CCCC1)c1ccccc1F)c1ccco1 (stereo not given) | 19.7% | 2.7
Cc1cc(NC(=O)CCCOc2ccc(Cl)cc2Cl)no1 | i | .
Cc1[nH]c2ccccc2c1-c1csc(NC(=O)CSCC(=O)O)n1 | 5.2% | 4.1
Cc1cccc(C)c1OCC(=O)Nc1nnc(C2CCCO2)s1 (stereo not given) | ? | .
O=C(Nc1ccccn1)c1cccnc1 | -22.4% | -5.6
O=C(O)/C(=C/c1ccco1)NC(=O)c1ccccc1 | -18.6% | 5.0
O=C(CN(Cc1ccco1)C(=O)c1ccc(Cl)cc1)Nc1ccc(Cl)c(Cl)c1 | ? | .
COc1cc(CNc2ccc3[nH]c(=O)[nH]c3c2)ccc1OCc1ccccc1F | ? | .
O=[N+]([O-])c1c(NCc2ccco2)ccc2nonc12 | 9.0% | 18.3
CC1=NN(c2nc(-c3ccc(Cl)cc3)cs2)C(=O)C1 | ? | .
CN1CCN(c2ncc3c(n2)CC(c2ccccc2F)CC3=O)CC1 (stereo not given) | 7.6% | 9.0
CCOC(=O)c1ccc(NC(=O)c2ccc(CN3CCOCC3)cc2)cc1 | 39.5% | .
COc1ccccc1C(=O)N1CCN(c2ccccn2)CC1 | 28.0% | 1.5
O=C(CCC(=O)N1CCOc2ccccc21)NCCCc1ccccc1 | ? | .
O=C(c1ccccc1F)N1CCN=C1c1ccccc1 | i | .
CC(C)Cc1nnc(NC(=O)CCNC(=O)c2ccccc2Cl)s1 | ? | .
CCNC(=O)CN1C(=O)NC(CCc2ccccc2)C1=O (stereo not given) | -2.7% | -6.8
CSc1ccc(/C=N/n2c(Cc3ccc(Br)cc3)n[nH]c2=S)cc1 | ? | .
CCOC(=O)C1=C(C)N(C)C(=O)NC1c1c(C)nn(-c2ccc(C)cc2)c1Cl (stereo not given) | i | .
CCOc1ccc(/C=C\c2nc(O)c([N+](=O)[O-])c(=O)[nH]2)cc1OCC | -2.8% | 26.5
COc1ccc(-n2nc([N+](=O)[O-])c(=NCCC3=CCCCC3)n2O)cc1 | ? | .
CCc1ccccc1NC(=O)CSC1=C(C#N)C(c2ccc3c(c2)OCO3)C2=C(CCCC2=O)N1 (stereo not given) | ? | .

Carrying on.
SMILES | Lipid storage S3 | Lipid storage S3 cell count max
Cn1c(SCC(=O)NC2CC2)nnc1-c1cccc(NC(=O)c2ccccc2F)c1 | 18.8% | -3.9
O=C(CSCc1c(F)cccc1Cl)NCc1ccco1 | ? | .
CC1CCN(C(=O)c2[nH]cnc2C(=O)N[C@@H](Cc2ccccc2)C(=O)OC(C)(C)C)CC1 | ? | .
COc1ccc(NC(C)=O)cc1NC(C)C(=O)Nc1ccc(S(=O)(=O)N2CCCCC2)cc1 (stereo not given) | 9.3% | -17.8
CC1CC(C)CN(C(=O)CN2C(=O)NC(c3ccccc3)(c3ccccc3)C2=O)C1 (stereo not given) | ? | .
O=S(=O)(CCOc1ccccc1)c1nc2ccccc2[nH]1 | ? | .
CCCCCOc1ccc(/C=c2\sc3ncnn3c2=O)cc1 | ? | .
COc1cc(O)c(C(CC(=O)N2CCCC2)c2cc(OC)c(OC)c(OC)c2)c(OC)c1 (stereo not given) | 7.6% | -22.4
C=CCn1c(N)c(C(=O)NCc2cccnc2)sc1=S | -12.6% | 0.7
CNc1nc(Oc2ccccc2C(=O)OC)nc(SC)n1 | ? | .
COc1ccc(CN(C(=O)/C=C/c2ccco2)C2CCS(=O)(=O)C2)cc1OC (stereo not given) | -22.2% | 5.4
CCn1cc([N+](=O)[O-])c(C(=O)NCc2ccc3c(c2)OCO3)n1 | -15.7% | 13.7
COCCCNC(=O)c1ccc(-n2nc(C(F)(F)F)cc2-c2cccs2)cc1 | ? | .
CC(C)(C)NC(=O)C(c1ccsc1)N(CCc1ccccc1)C(=O)Cn1nnc2ccccc21 (stereo not given) | 29.6% | -16.4
c1ccc(-c2cn3nc(-c4ccccc4)cnc3n2)cc1 | ? | .
Cc1cc(SCCC(=O)O)nc2ccccc12 | ? | .
C/C(=N\NC(=O)c1ccc(-n2cnnn2)cc1)c1ccc(C)cc1 | 2.4% | 14.6
O=C(Nc1ccc(CN2CCOCC2)cc1)c1cc2ccccn2n1 | ? | .
Cc1ccc(Oc2cc(N3CCOCC3)nc(-c3ccccc3)n2)cc1 | ? | .
CC1(C)CC(=O)c2cc(C(=O)NNc3ccccc3)c(=O)n(-c3ccccc3)c2C1 | ? | .
O=C1CC(c2cccc([N+](=O)[O-])c2)c2cc3c(cc2N1)CCC3 (stereo not given) | 9.1% | -1.7
O=C(CN1CCCCC1)NCC1(c2ccccc2)CCCC1 | 2.1% | -9.9
COC(=O)c1ccc(COc2ccccc2/C=N/NC(N)=O)o1 | 8.2% | 5.1
COc1ccc(-c2cc(C(F)(F)F)n3nc(C(=O)N(C)Cc4ccccc4)cc3n2)cc1OC | -3.9% | 2.0
COc1cccc(C(=O)C2CCCN(Cc3cccc(-n4nc(C)cc4C)c3)C2)c1 (stereo not given) | -0.4% | 7.4

Three of the entries above in order of their number in Lipid storage S3, lowest first:
Molecule,Lipid storage S3,Lipid storage S3 cell count max
O=C(CN1CCCCC1)NCC1(c2ccccc2)CCCC1,2.1%,-9.9
C/C(=N\NC(=O)c1ccc(-n2cnnn2)cc1)c1ccc(C)cc1,2.4%,14.6
CC(C)(C)NC(=O)C(c1ccsc1)N(CCc1ccccc1)C(=O)Cn1nnc2ccccc21 (stereo not given),29.6%,-16.4

Remaining list, next part:
SMILES | Lipid storage S3 | Lipid storage S3 cell count max
Cc1ccc(-c2noc(CSc3nnc(CCc4ccccc4)n3-c3ccccc3)n2)cc1 | ? | .
O=C(NC1CCCCCC1)C1c2ccccc2C(=O)N1C1CC1 (stereo not given) | -10.0% | -3.0
CC(/C=C/c1ccc2c(c1)OCO2)=N/NC(=O)C1COc2ccccc2O1 (stereo not given) | ? | .
O=C(CN1C(=O)/C(=C\c2cccs2)SC1=S)Nc1cccc(C(=O)O)c1 | -1.3% | 24.0
CN1CCCN(C(=O)CC(c2ccccc2)c2ccccc2)CC1 | ? | .
O=C(CSc1nnc(Nc2ccccc2)s1)Nc1cccc(S(=O)(=O)N2CCCCC2)c1 | -19.4% | 1.4
CCOC(=O)N1CCN(C(=O)C2CCN(c3nnc(-n4cccc4)s3)CC2)CC1 | -7.3% | 29.4
CSc1ccc(N=Nc2c(C)[nH]n(C)c2=O)cc1 | ? | .
C#CCOCCOCCOCCNc1nc(N2CCOCC2)nc(N2CCN(C(=O)[C@H](Cc3cc4ccccc4[nH]3)n3cc([C@@H](N)CC(C)C)nn3)CC2)n1 | ? | .

Screens: PubChem BioAssay, National Center for Advancing Translational Sciences (NCATS)
